Screening results deposited in PubChem BioAssay by National Center for Advancing Translational Sciences (NCATS).
LDHA inh = inhibitors of human lactate dehydrogenase A | P00338 | purified LDHA, NADH/diaphorase-resazurin fluorescence; hits give low values | activity change, % (values are at about 110 or 230 µM) | 0.15% of 480,000 active; in the data active = activity change below about -30%; inconclusive = mostly about -25% to -30%;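 also: plate controls were DMSO wells for no effect and wells without enzyme for full effect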
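Human LDH5 (2 nM) was incubated with 0.06 mM NADH and 0.2 mM pyruvate for 5 min at room temperature in Tris pH 7.4. Remaining NADH was coupled through diaphorase/resazurin, and resorufin fluorescence was read at 0 and 20 min.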
Glioma ERSR ind = inducers of ER stress response in human glioma cells; U87-MG GRP78 promoter luciferase reporter, 16 h; Potency, µM, without a hit: top-dose activation, actives largely listed as activators; 0.02% of 420,000 active; AID 602332; also: potency is read from the fitted curve at half-maximal effect; series mostly up to about 76 µM; % of control where 0% means no effect; nearly all actives have a fitted effect of over 35% in size
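Stably transfected U87-MG human glioma cells carrying a GRP78-based luminescent sensor were seeded at 1000 cells/well, pin-dosed with compounds and incubated 16 h. Luciferase reagent was then added, and end-point luminescence was read after 10 min at room temperature.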
D2 potentiator = positively modulates the human D2 dopamine receptor allosterically | P14416 | HEK293 T-REx D2, calcium flux, EC20 dopamine potentiation | potentiation, % at 10 µM | 0.34% of 340,000 active | AID 485347;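 active = potentiation over 3 SD above the plate norm, cut at about 30% in these data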; also: 0% is about no effect
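Tetracycline-induced Hek293 Trex D2 cells, force-coupled to calcium, loaded with no-wash calcium dye. Compound added with 180 s kinetic read for agonism, then EC20 dopamine and a further 180 s read for potentiation.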
RXFP1 ag = agonists of human relaxin receptor RXFP1 | 0.3% of 370,000 active | HEK293T-RXFP1 cAMP TR-FRET, 30 min; response scale: percent of porcine relaxin response, buffer zero | Q9HBX9 | Potency, µM (doses to about 57.5 µM), for the others: at the highest dose activation, usual class: activators; also: potency is read from the fitted curve at half-maximal effect; % is scaled to controls: 0 for no effect and ±100 for the full control effect; nearly all actives have a fitted effect of over 60% in size; many of its hits are not listed in these tables
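HEK293 cells stably expressing RXFP1, treated 30 min at 37C with compounds plus PDE4 inhibitor Ro 20174; cAMP measured by HTRF TR-FRET. Normalized to buffer and 29 nM porcine relaxin; EC50 by Hill fit.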
D1 potentiator = enhances dopamine response at the human D1 receptor | HEK293 TREx D1 cells, calcium flux, dopamine EC20 potentiation | potentiation, % at 10 µM | 0.036% of 360,000 active | AID 504651; in the data active = potentiation above about 30%; also: 0% is about no effect
Target sequence (P21728 whole entry, looked up): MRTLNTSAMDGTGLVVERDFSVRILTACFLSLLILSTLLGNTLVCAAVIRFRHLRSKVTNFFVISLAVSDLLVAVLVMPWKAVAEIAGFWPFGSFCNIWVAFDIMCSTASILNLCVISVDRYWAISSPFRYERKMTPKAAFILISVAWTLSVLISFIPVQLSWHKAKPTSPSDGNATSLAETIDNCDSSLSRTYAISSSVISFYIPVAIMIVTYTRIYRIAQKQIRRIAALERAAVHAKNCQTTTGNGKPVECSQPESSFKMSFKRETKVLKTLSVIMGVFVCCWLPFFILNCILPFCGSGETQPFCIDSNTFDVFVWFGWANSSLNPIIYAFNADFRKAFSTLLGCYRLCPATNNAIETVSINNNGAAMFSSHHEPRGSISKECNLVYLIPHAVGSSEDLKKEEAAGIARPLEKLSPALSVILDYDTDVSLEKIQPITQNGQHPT
Vif-APOBEC3F blk = blocks the Vif interaction with APOBEC3F | HeLa A3F-eYFP + Vif (tagged APOBEC3F with the HIV-1 protein that degrades it), YFP fluorescence increase | Potency, µM (doses to about 46.1 µM), for the others: at the top dose activity, negative = active | 0.2% of 390,000 active | AID 602313; also: potency is read from the fitted curve at half-maximal effect; % of control where 0% means no effect; nearly all actives have a fitted effect of over 65% in size
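HeLa cells stably expressing Vif plus C-terminally eYFP-tagged A3F were seeded, incubated overnight at 37 deg C, dosed with compound, incubated overnight again at 37 deg C. Yellow fluorescence (Ex 488/Em 500-530) reported blocked Vif-mediated A3F-eYFP degradation.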
D1 ag = agonists of human D1 dopamine receptor | P21728 | HEK293 T-REx D1 cells, calcium flux, agonist mode | activation, % at 2 µM | 1% of 360,000 active | AID 504660; in the data active = activation above about 30%; also: 0% is about no effect
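Tetracycline-induced HEK293 TREx D1 cells, force-coupled to calcium signalling, were dye-loaded with a no-wash calcium kit. Compound was pin-added after a 10 s baseline. Fluorescence was read kinetically at 1 cycle/s for 180 s, with calcium rises flagged as agonism.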
D1 antagonist = antagonists of human D1 dopamine receptor; P21728; HEK293 TREx D1 cells, calcium flux, dopamine EC80; hits give low values; activity change, negative = inhibition, % at 10 µM; 3.2% of 360,000 active; in the data active = activity change below about -30%; also: % is scaled to controls: 0 for no effect and ±100 for the full control effect
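Cells carrying a force-coupled, tetracycline-inducible human D1 receptor report calcium flux. Each well gets a 10 s baseline, compound with 180 s monitoring, then an EC80 dopamine stimulus with a second 180 s kinetic read.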
Vif-A3G inh = blocks the Vif interaction with human APOBEC3G; Q9HC16; HeLa A3G-eYFP + Vif (tagged APOBEC3G with the HIV-1 protein that degrades it), YFP fluorescence, overnight; Potency, µM (series often up to 46.1 µM), for the others: at the highest dose activity, negative = active, hits mostly inhibitors; 0.076% of 410,000 active; AID 602310;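 also: potency is read from the fitted curve at half-maximal effect; % is scaled to controls: 0 for no effect and ±100 for the full control effect; nearly all actives have a fitted effect of over 60% in size; hits raise eYFP signal because A3G escapes Vif-driven loss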
Target sequence (Q9HC16 whole entry, looked up): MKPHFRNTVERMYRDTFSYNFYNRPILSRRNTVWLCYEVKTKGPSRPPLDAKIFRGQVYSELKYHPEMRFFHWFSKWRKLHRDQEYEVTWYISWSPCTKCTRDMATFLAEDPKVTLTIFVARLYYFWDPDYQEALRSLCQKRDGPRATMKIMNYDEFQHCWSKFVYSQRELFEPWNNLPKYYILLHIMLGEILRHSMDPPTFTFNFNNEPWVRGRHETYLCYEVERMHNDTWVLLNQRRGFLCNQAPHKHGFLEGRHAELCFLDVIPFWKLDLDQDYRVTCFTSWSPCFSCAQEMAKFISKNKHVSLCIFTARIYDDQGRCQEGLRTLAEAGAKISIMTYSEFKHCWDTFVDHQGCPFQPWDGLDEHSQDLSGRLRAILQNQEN
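Read-out is eYFP fluorescence (Ex 488/Em 500-530) from Vif-expressing HeLa A3G-eYFP cells; more signal means A3G escaped Vif-mediated degradation. Cells plated overnight, compound pinned in, incubated overnight at 37 deg C.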
* = called active by the depositor; ? = inconclusive; / = no result given; & = joins results of further samples. Unless noted, calls follow the shape of the dose curve; as a rule, active = well fitted curve in the direction sought with a large enough effect; inconclusive = small, poorly fitted or top-dose-only effect, or another doubt; inactive = no such curve, though single readings can be large; an effect the other way counts as inactive or inconclusive.

Results follow in this order: LDHA inh	Glioma ERSR ind	D2 potentiator	RXFP1 ag	D1 potentiator	Vif-APOBEC3F blk	D1 ag	D1 antagonist	Vif-A3G inh
[1] CCOc1cccc(N(C(=O)CCC(=O)Nc2cc(C)on2)C(C(=O)NC(C)(C)C)c2ccc(OC)cc2)c1 (centres undefined)
 : 1	-4%	16	0.4%	-4	7%	4	7	-8%
[2] COc1ccc(-c2ccc(CCC(=O)O)n2CC(=O)Nc2cccc(C(F)(F)F)c2)cc1
 : 0	-1%	-4	-1.3%	-2	-8%	1	1	-1%
[3] COC(=O)Cc1c(C)nc2nc[nH]n2c1=O
 : -11	-2%	19	0.1%	-8	-2%	4	-8	3%
[4] CCCN1Cc2cccc(C(=O)Nc3ccc(OC)c(OC)c3)c2C1=O
 : -3	-5%	/	/	/	11%	/	/	2%
[5] CN(C)CCn1cnc2c(c1=N)C(c1ccccc1)c1ccc3ccccc3c1O2 (centres undefined)
 : 2	-2%	8	-1.1%	-1	3%	5	-22	?
[6] C/C=C/c1cnc2c(c1)C(=O)N([C@H](C)CO)C[C@@H](C)[C@@H](CN(C)C(=O)NC1CCCC1)O2
 : 2	-2%	/	/	/	-16%	/	/	-1%
[7] Oc1ccc(N2CCN(Cc3c(-c4ccccc4)nc4ccccn34)CC2)cc1
 : 36	-2%	0	1.1%	-6	-11%	-1	5	1%
[8] COc1ccc(Cc2nnc(NN)[nH]c2=O)cc1OC
 : -2	-4%	9	1.4%	3	-8%	1	-7	0%
[9] CCc1ccc(OCC(=O)Nc2ccc3c(c2)c2ccccc2n3CC)c(Br)c1
 : 1	0%	-3	?	-3	-1%	0	-2	-1%
[10] FC(F)(F)c1ccccc1NC(=S)N1CCN(c2ccccn2)CC1
 : 1	2%	-5	0.2%	0	2%	2	4	0%
[11] COCCn1nnnc1C(c1cc2cc(OC)c(OC)cc2[nH]c1=O)N1CCN(c2ccc(O)cc2)CC1 (centres undefined)
 : 30	-5%	22	-0.4%	-2	0%	2	1	0%
[12] CC(C)(C)c1nc(CN2CCOCC2)ccc1O
 : -3	-2%	5	0.1%	-5	-2%	20	4	1%
[13] CC(C)COc1ccc(C(=O)Nc2onc3c2CCCC3)cc1
 : -2	-9%	5	2.3%	-1	1%	10	-45*	-3%
[14] COc1ccc2nc(NC(=O)CCNC(=O)c3ccco3)sc2c1
 : -2	1%	-1	-0.5%	2	8%	0	0	-19%
[15] O=C(Nc1ccc(F)cc1)Nc1nnc(-c2ccco2)s1
 : -6	5%	2	0.1%	-3	-4%	6	-3	-2%
[16] O=C(OCc1cccc(F)c1)c1ccc2c(=O)n3c(nc2c1)CCC3
 : 1	-2%	/	-0.7%	5	-1%	25	2	0%
[17] Oc1ccccc1/C=N/Nc1nc2ccccc2o1
 : 0	-2%	-5	-2.9%	-5	?	-1	0	-2%
[18] COc1cc(NC(=O)CCCSc2nc(-c3ccco3)cc(C(F)(F)F)n2)cc(OC)c1OC
 : -2&3	-5%&-11%	-6&6	7.0%&-0.7%	-5&-3	-4%&-2%	0&3	3&-3	4%&1%
[19] CN(C)CCCn1c(=S)[nH]c2sc3c(c2c1=O)CCCC3
 : 3	4%	1	8.4%	/	-2%	3	-5	1%
[20] C[C@H]1CN([C@@H](C)CO)S(=O)(=O)c2ccc(Br)cc2O[C@H]1CN(C)Cc1ccc(F)cc1
 : -4	0%	/	/	/	-5%	/	/	-3%
[21] Cc1ccc(-n2c(=O)c3oc4ccccc4c3n(Cc3ccccc3)c2=O)cc1C
 : -1	-2%	0	0.5%	0	-1%	4	-1	0%
[22] O=C(Nc1cccc(NC(=O)c2cccs2)c1)c1ccc([N+](=O)[O-])o1
 : 4	3%	-8	-2.6%	-2	?	3	-4	-4%
[23] COc1cc(/C=N\Nc2nncn2N)ccc1OC(C)=O
 : 10	8%	8	3.4%	-5	14%	3	-11	1%
[24] CCN(CC)CCNC(=O)c1cn(CC)c2ccc(S(=O)(=O)N(C)C3CCCCC3)cc2c1=O
 : -3&-5	-5%&-3%	8&-7	3.8%&0.2%	-4&1	-5%&-3%	1&1	-5&23	1%&-3%
[25] C[C@H](/C=C/[C@@]1(O)[C@H](C)C[C@H](O)CC1(C)C)O[C@@H]1O[C@H](CO)[C@@H](O)[C@H](O)[C@H]1O
 : 2	-2%	10	1.1%	-4	5%	10	5	0%
[26] COc1ccc(Cl)cc1NS(=O)(=O)c1ccc2c(c1)NC(=O)CC(=O)N2
 : 1	-1%	/	0.4%	-1	5%	1	-3	-6%
[27] Cc1nc(SCC(=O)Nc2c(C)n(C)n(-c3ccccc3)c2=O)[nH]c(=O)c1C
 : -6	-4%	/	/	/	0%	/	/	-7%
[28] CCOc1ccc(-c2cn3c(n2)sc2cc(C(=O)NCCc4ccc(OC)c(OC)c4)ccc23)cc1
 : -1	-2%	-1	5.6%	-8	5%	2	4	3%
[29] CCOc1ccc2c(c1)nc(SCC(=O)c1ccc(Br)s1)n2C
 : 1	-2%	-6	19%	-3	-6%	10	61	?
[30] COc1ccccc1C(=O)C1CCCN(C(=O)c2ccc3c(c2)OCCO3)C1 (centres undefined)
 : -1	-2%	3	0.0%	-4	-1%	-2	-12	0%
[31] Cc1c(C(=O)N2CCCC2)c(S(=O)(=O)Nc2cccc(Br)c2)c(C)n1C
 : -10	-6%	-7	0.3%	3	-21%	3	6	0%
[32] O=S(=O)(Cc1ccccc1)N1CCc2ccccc21
 : /	/	5	0.2%	-5	/	1	9	/
[33] O=C(N/C(=C/c1cccc(Br)c1)c1nc(=S)[nH][nH]1)c1ccccc1
 : 0	3%	-3	0.8%	10	1%	6	-1	-27%
[34] CC(=O)Nc1ccccc1C(=O)C(=O)Nc1ccc(C(=O)NCC2CCCO2)cc1 (centres undefined)
 : -4	-6%	-11	-1.0%	-3	?	4	-4	0%
[35] O=S(=O)(c1ccc(-c2ccccc2)cc1)N1CCOCC1
 : 1&-6	-3%&-3%	-7	2.8%	-5	-4%	0	-11	-2%&5%
[36] Cc1cc(C(=O)NP(=O)(N2CCOCC2)N2CCOCC2)c(C)n1-c1ccc(Br)cc1
 : -1	-5%	-9	-0.8%	-5	7%	-1	-8	0%
[37] O=C(CN1CCN(Cc2ccccc2)CC1)N1CCCc2ccccc21
 : ?	-4%	-17	0.3%	-3	-11%	-1	-3	-4%
[38] Cc1ccc(S(=O)(=O)c2nc(S(C)(=O)=O)sc2N2CC(C)OC(C)C2)cc1 (centres undefined)
 : 0	-4%	-1	5.3%	-8	-3%	2	11	2%
[39] COc1cc(C2=NOC(C(=O)Nc3ccc(C)cc3)C2)cc(OC)c1OC (centres undefined)
 : 1	-3%	11	3.5%	0	0%	6	-20	-1%
[40] O=C(COC(=O)c1ccccc1)Nc1cc(Cl)ccc1Oc1ccccc1
 : 0	-8%	16	1.3%	-5	4%	17	-8	-2%
[41] CC(C)CN(C(=O)CCNC(=O)c1ccccc1Cl)C1CCS(=O)(=O)C1 (centres undefined)
 : -1	-4%	8	1.1%	3	8%	0	-6	9%
[42] COc1ccc(S(=O)(=O)N2CCC(n3cnc4cc(C(F)(F)F)ccc43)CC2)cc1
 : -5	-6%	1	1.3%	-10	4%	18	-14	0%
[43] COc1cccc(C2CC(c3cccs3)=NN2C(=O)CSC2=NCCS2)c1OC (centres undefined)
 : -2	-4%	-2	1.0%	-9	3%	6	-14	-14%
[44] CCCCCn1c(C(C)NC(=O)CCC)nc2ccccc21 (centres undefined)
 : -17	4%	-11	-1.0%	-5	3%	0	-30*	0%
[45] O=C(CSc1nc(-c2ccc(F)cc2)cc(C(F)(F)F)n1)NCc1ccccc1
 : -5	-3%	0	15%	-1	-8%	7	-5	0%
[46] CCn1c(SCc2ccccc2Cl)nc(=O)c2c(C(=O)OC)cc(C3CC3)nc21
 : 2	-4%	-2	-1.6%	6	4%	0	4	-11%
[47] COc1ccccc1N/C(=N/S(=O)(=O)c1ccc(C)cc1)c1ccc(Cl)cc1
 : 4	-3%	0	0.1%	-6	-4%	5	3	-2%
[48] Cc1ccc(NC(=O)c2cc(C(C)(C)C)nn2Cc2ccccc2)cc1
 : 0	0%	1	0.5%	0	0%	3	-14	-6%
[49] CCN(CC)c1ccc(NC(=O)CSc2nc3nc(C)cc(C)c3c(=O)[nH]2)cc1
 : 12	-4%	-7	-1.7%	-3	0%	0	9	-9%
[50] O=C(O)CN=CC1=C(O)CC(c2ccccc2)CC1=O (centres undefined)
 : -15	-2%	10	-0.4%	-8	-9%	1	-16	0%

Continued:
Results follow in this order: LDHA inh	Glioma ERSR ind	D2 potentiator	RXFP1 ag	D1 potentiator	Vif-APOBEC3F blk	D1 ag	D1 antagonist	Vif-A3G inh
[51] COc1ccc(C2C(C(N)=O)=C(C)Nc3nc(-c4ccccc4OC)nn32)cc1OC (centres undefined)
 : 2	-1%	-2	2.3%	0	3%	1	-14	-1%
[52] CCCSc1nc(C)c(CC(=O)O)c(=O)[nH]1
 : -5	10%	-3	0.4%	3	-4%	0	2	-5%
[53] O=c1c(-c2ccc(O)cc2)coc2cc(O)ccc12
 : -7	-14%&2%&2%&2%&2%&2%&1%	/	/	/	5%	/	/	-5%
[54] COc1ccc([C@H]2CC(=O)C=C(c3cccc4c3Oc3ccccc3S4)C2)cc1
 : -14	-3%	-2	1.1%	2	-2%	-2	/	-17%
[55] CCOc1ccc(C2=[N+]([O-])C(C)(C)N(O)C2(C)C)cc1
 : -3	8%	-5	1.2%	-1	2%	0	-1	0%
[56] CCC(C)[C@@H](N)C(=O)N/N=C/c1cccc2nccnc12 (some centres undefined)
 : -1	-4%	-6	13%	-2	7%	3	-24	0%
[57] C=CCNC(=S)NNC(=O)c1ccc(OC(C)C)cc1
 : 0	-3%	19	1.2%	-2	-7%	1	8	2%
[58] CC(C)(C)C(=O)NC(=S)Nc1ccccc1N1CCCC1
 : 0	-3%	2	0.8%	-5	-21%	15	-11	-5%
[59] CCNc1ccc(-c2nc(-c3ccncc3)no2)cc1[N+](=O)[O-]
 : -6	-2%	8	-4.8%	-2	1%	30	8	4%

These rows are one share of the data, so the mix of outcomes need not match the whole.
